EZH2 inh = inhibitors of human EZH2/PRC2 methyltransferase | Q15910 | PRC2 H3K27 methylation, DELFIA TRF, 1 h | 57,000 tested, 0.35% active | AID 651548 | inhibition, % at 12.5 µM;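 active = mean inhibition of replicates at least 50% and every single replicate also reaching 50%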;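 also: dimethyl H3K27 on biotinylated H3 21-44 peptide detected by antibody; plate controls were median neutral control wells for no effect and median positive control wells for full effect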
IDH1 R132H inh = blocks human IDH1 R132H reductase activity; diaphorase/resazurin fluorescence, 60 min; inhibition, % at 10 µM; 70,000 tested, 0.18% active; in the data active = inhibition above about 34%;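 also: 0% = DMSO and 100% = no enzyme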
Target sequence (O75874 whole entry R132H): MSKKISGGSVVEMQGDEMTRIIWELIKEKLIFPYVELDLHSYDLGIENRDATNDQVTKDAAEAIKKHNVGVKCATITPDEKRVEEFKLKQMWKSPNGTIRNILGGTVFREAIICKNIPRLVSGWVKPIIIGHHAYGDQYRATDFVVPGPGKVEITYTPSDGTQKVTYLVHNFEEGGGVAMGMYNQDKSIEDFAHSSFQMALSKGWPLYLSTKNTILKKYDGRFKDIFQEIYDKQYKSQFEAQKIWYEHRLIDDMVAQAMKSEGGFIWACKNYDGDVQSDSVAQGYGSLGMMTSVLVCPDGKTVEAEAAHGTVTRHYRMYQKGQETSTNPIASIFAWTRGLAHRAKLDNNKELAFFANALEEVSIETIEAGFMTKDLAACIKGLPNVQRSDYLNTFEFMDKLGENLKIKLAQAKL
* = called active by the depositor; · = no result given; & = joins results of further samples. This is a subset; count on the stated rates, not on these rows.

SMILES	IDH1 R132H inh	EZH2 inh
COc1ccc(-c2cnc3c(c2)C(=O)N([C@H](C)CO)C[C@H](C)[C@H](CN(C)Cc2cccc(C(F)(F)F)c2)O3)cc1	0.7	·
CC(C)NC(=O)Nc1ccc2c(c1)C(=O)N([C@H](C)CO)C[C@H](C)[C@@H](CN(C)S(=O)(=O)c1ccc(Cl)cc1)OCCCC[C@H](C)O2	-1.4	·
C[C@H](CO)N1C[C@H](C)[C@H](CN(C)S(=O)(=O)c2cn(C)cn2)OCCCC[C@H](C)Oc2ccc(NC(=O)c3ccncc3)cc2C1=O	2.7	·
COc1ccc(NC(=O)N(C)C[C@@H]2OCCCC[C@H](C)Oc3ccc(NC(=O)c4ccncc4)cc3C(=O)N([C@@H](C)CO)C[C@H]2C)cc1	5.5	·
CS(=O)(=O)N(CC(=O)Nc1ccccc1Sc1ccccc1)c1cccc(C(F)(F)F)c1	-0.1	31
COc1ccc(CCNC(=O)[C@@]2(Sc3ccc(C)cc3)CC(=O)N(C(C)C)[C@@H]2c2ccc(CO)cc2I)cc1	-0.4	11
O=C(C[C@H]1CC[C@H](NC(=O)Cc2ccccn2)[C@@H](CO)O1)NCCc1ccccc1	-0.4	17
C[C@H](CO)N1C[C@H](C)[C@@H](CN(C)C(=O)c2cccnc2)Oc2ncc(Br)cc2C1=O	-0.4	2&1

The list goes on; it opens with the 4 that closed the last part.
SMILES	IDH1 R132H inh	EZH2 inh
CS(=O)(=O)N(CC(=O)Nc1ccccc1Sc1ccccc1)c1cccc(C(F)(F)F)c1	-0.1	31
COc1ccc(CCNC(=O)[C@@]2(Sc3ccc(C)cc3)CC(=O)N(C(C)C)[C@@H]2c2ccc(CO)cc2I)cc1	-0.4	11
O=C(C[C@H]1CC[C@H](NC(=O)Cc2ccccn2)[C@@H](CO)O1)NCCc1ccccc1	-0.4	17
C[C@H](CO)N1C[C@H](C)[C@@H](CN(C)C(=O)c2cccnc2)Oc2ncc(Br)cc2C1=O	-0.4	2&1
O=C(N[C@H]1CC[C@H](CCn2cc(-c3ccccc3)nn2)O[C@H]1CO)c1ccccc1F	-1.1	9
C[C@H](CO)N1C[C@H](C)[C@H](CN(C)Cc2cccnc2)Oc2cc(C#C[C@@H](C)O)ccc2S1(=O)=O	·	7
C[C@@H]1CN([C@@H](C)CO)C(=O)c2cc(NC(=O)CCC(F)(F)F)ccc2O[C@@H](C)CCCCO[C@@H]1CN(C)Cc1ccc2c(c1)OCO2	-1.9	·
NCC[C@@H]1CC[C@H](NS(=O)(=O)c2ccc(Cl)cc2)[C@H](CO)O1	0.1	-2
Cc1ccccc1-c1cnc2c(c1)C(=O)N([C@H](C)CO)C[C@@H](C)[C@@H](CN(C)Cc1cccnc1)O2	-1.0	·
C[C@H](CO)N1C[C@H](C)[C@@H](CN(C)CC2CCCCC2)Oc2ccc(N(C)C)cc2CC1=O	0.7	-13
O=C(CCCCCC(=O)N/N=C/c1cc(Cl)cc(Cl)c1O)NO	0.2	0
COc1ccc(S(=O)(=O)Nc2ccc3c(c2)C(=O)N([C@@H](C)CO)C[C@@H](C)[C@@H](CN(C)Cc2ccncc2)OCCCC[C@H](C)O3)cc1	-9.2	·
COc1ccccc1CNC(=O)C[C@H]1C[C@H]2c3cc(NC(=O)Nc4ccc(C(F)(F)F)cc4)ccc3O[C@H]2[C@@H](CO)O1	-0.1	-7
Cc1c(Cl)cccc1NC(=O)CSC1CC(=O)N(c2ccccc2)C1=O (stereo not drawn)	-0.3	-10
O=C(CCCCC(=O)NN=C1CCCCCCC1)NO	0.4	15
C[C@@H]1CCCCO[C@@H](CN(C)Cc2ccccc2)[C@@H](C)CN([C@H](C)CO)C(=O)c2cc(NC(=O)c3ccccc3)ccc2O1	0.2	·
O=C(C[C@H]1C[C@@H]2c3cc(NC(=O)c4ccc5c(c4)OCO5)ccc3O[C@@H]2[C@H](CO)O1)NCCc1ccccc1	0.0	3
C[C@H](CO)N1C[C@H](C)[C@H](CN(C)Cc2ccncc2)Oc2c(NC(=O)c3ccncc3)cccc2C1=O	-0.6	-12
C[C@H](CO)N1C[C@H](C)[C@H](CN(C)Cc2cccnc2)Oc2ncc(-c3cccc(C#N)c3)cc2C1=O	0.5	11
COc1ccc(S(=O)(=O)Nc2cccc3c2O[C@H](CN(C)S(C)(=O)=O)[C@H](C)CN([C@H](C)CO)C3=O)cc1	-5.4	·
O=C(CCN1CCCCC1)NCC[C@@H]1CC[C@@H](NS(=O)(=O)c2cccc(Cl)c2)[C@H](CO)O1	0.3	0
O=C(CSc1nnc(-c2ccncc2)n1-c1ccccc1)Nc1ccnc2ccccc12	-0.1	4
CO[C@@H]1CC[C@@H]2CCOc3c(C#N)cccc3C(=O)N(C)C[C@H](C)C(=O)N(C)C[C@H]1O2	0.4	-1
CCOC(=O)c1c(NC(=O)CSc2nnc(C)s2)sc(C)c1C	0.1	-4
C[C@H](CO)N1C[C@H](C)[C@@H](CN(C)Cc2ccncc2)Oc2c(NC(=O)c3nc4ccccc4s3)cccc2C1=O	35*	·
CCC(=O)Nc1ccc2c(c1)C(=O)N(C)C[C@H](OC)[C@@H](C)CN(Cc1cccnc1)[C@H](C)CO2	0.2	2
C[C@@H]1CN([C@@H](C)CO)C(=O)Cc2cc(NC(=O)c3ccncc3)ccc2O[C@@H]1CN(C)Cc1ccc(-c2ccccc2)cc1	-0.1	-6
Cc1noc(C)c1S(=O)(=O)Nc1ccc2c(c1)CC(=O)N([C@H](C)CO)C[C@H](C)[C@H](CN(C)S(C)(=O)=O)O2	-0.4	·
C[C@H](CO)N1C[C@H](C)[C@H](CN(C)S(=O)(=O)c2ccc(Cl)cc2)Oc2ccc(NC(=O)Nc3ccc4c(c3)OCO4)cc2C1=O	0.5	·
CC(Cc1ccccc1)(NC(=O)CN)c1ccccc1 (stereo not drawn)	0.0	·
O=C(O)C[C@@H]1CC[C@@H](NC(=O)c2ccccc2F)[C@@H](CO)O1	0.1	2
C[C@@H]1CCCCO[C@@H](CN(C)C(=O)Nc2ccc3c(c2)OCO3)[C@@H](C)CN([C@@H](C)CO)C(=O)c2cc(NC(=O)Nc3ccc(C(F)(F)F)cc3)ccc2O1	-0.4	·
CCn1c(SCC(=O)Nc2ccc(Br)c(Cl)c2)nnc1-c1ccc(Cl)cc1	0.0	-5
COC(=O)c1c(NC(=O)CC2Nc3cccc4cccc(c34)NC2=O)sc2c1CCCC2 (stereo not drawn)	0.5	-8
O=C(N[C@@H]1C=C[C@H](CC(=O)N2CCOCC2)O[C@@H]1CO)c1ccc2c(c1)OCO2	-0.1	6
C[C@H](CO)N1C[C@H](C)[C@H](CN(C)Cc2ccncc2)Oc2ccc(NC(=O)Nc3ccc(C(F)(F)F)cc3)cc2C1=O	0.3	·
CNC[C@H]1Oc2ccc(NC(=O)Nc3ccccc3)cc2C(=O)N([C@@H](C)CO)C[C@@H]1C	-0.5	-1
C[C@@H]1CN([C@H](C)CO)C(=O)c2cccc(NC(=O)c3ccncc3)c2O[C@H]1CN(C)Cc1ccc(Oc2ccccc2)cc1	2.6	-5
C[C@@H]1CN([C@@H](C)CO)C(=O)c2cccc(N(C)C)c2O[C@H]1CN(C)Cc1ccc2c(c1)OCO2	-0.2	-6
C[C@H](CO)N1C[C@H](C)[C@@H](CN(C)S(C)(=O)=O)Oc2ccc(NC(=O)CCN3CCOCC3)cc2C1=O	5.6	6
CCOC(=O)c1cc(CC)sc1N1C(=O)CC(Sc2ncccc2C(=O)O)C1=O (stereo not drawn)	1.6	-24
CO[C@H]1CN(C)C(=O)c2ccc(NC(=O)NC(C)C)cc2OC[C@H](C)N(Cc2cncnc2)C[C@@H]1C	0.2	-3
C[C@H]1CN([C@@H](C)CO)C(=O)Cc2cc(NS(=O)(=O)c3ccccc3)ccc2O[C@H]1CN(C)Cc1ccncc1	11	1
CCCN(C)C[C@H]1OCCCC[C@H](C)Oc2ccc(NS(=O)(=O)c3ccc(OC)cc3)cc2C(=O)N([C@H](C)CO)C[C@H]1C	0.3	2
C[C@H](CO)N1C[C@H](C)[C@H](CN(C)Cc2ccccc2C(=O)O)Oc2cc(-c3ccc(F)cc3)ccc2S1(=O)=O	·	1
CO[C@@H](CN(C)S(=O)(=O)c1ccc(Cl)cc1)[C@@H](C)CN(C(=O)Nc1ccccc1F)[C@H](C)CO	-0.7	-4
CO[C@H]1CN(C)C(=O)c2cc(NC(=O)NC(C)C)ccc2OC[C@@H](C)NC[C@@H]1C	·	4
Cn1cnnc1SCc1nc2ccc([N+](=O)[O-])cc2[nH]1	-1.5	8
CCOC(=O)CN1C(=O)C(O)(c2c[nH]c3ccccc23)c2ccccc21 (stereo not drawn)	0.6	7
C[C@@H]1CN([C@H](C)CO)C(=O)Cc2cc(NS(=O)(=O)c3ccccc3)ccc2O[C@@H]1CN(C)Cc1ccc(Oc2ccccc2)cc1	3.7	·
C[C@H]1CN([C@@H](C)CO)C(=O)c2cc(/C=C/c3ccccc3)cnc2O[C@H]1CN(C)C(=O)Nc1ccc(C(F)(F)F)cc1	-2.8	-53
C[C@@H]1CN([C@H](C)CO)C(=O)c2cccc(NC(=O)C3CCCCC3)c2O[C@@H]1CN(C)Cc1ccc(C(=O)O)cc1	0.6	·
C[C@H]1CN([C@@H](C)CO)C(=O)c2cc(C#CC3CCCC3)cnc2O[C@H]1CN(C)Cc1ccncc1	0.2	·
Cc1ccc2nsnc2c1S(=O)(=O)NCc1ccncc1	0.0	4
CO[C@@H]1CN(C)C(=O)c2ccc(NS(=O)(=O)CC(F)(F)F)cc2OC[C@@H](C)N(C(=O)c2ccc3c(c2)OCO3)C[C@@H]1C	0.7	4
Cc1ccc([N+](=O)[O-])cc1N(CC(=O)Nc1ccc(F)cc1F)S(C)(=O)=O	0.1	7
C[C@H]1CN([C@@H](C)CO)S(=O)(=O)c2ccc(-c3ccncc3)cc2O[C@@H]1CN(C)Cc1cncnc1	0.1	·
CO[C@@H]1CN(C)C(=O)c2ccc(NC(C)=O)cc2OC[C@H](C)N(C(=O)CC2CC2)C[C@@H]1C	-0.1	0
CC(C)NC(=O)N(C)C[C@H]1Oc2ccc(NS(C)(=O)=O)cc2CC(=O)N([C@@H](C)CO)C[C@H]1C	·	-4
CCCN1C[C@H](C)[C@H](OC)CN(C)C(=O)c2cc(NC(=O)Nc3ccccc3F)ccc2OC[C@@H]1C	-0.3	-26

(listing goes on)
SMILES	IDH1 R132H inh	EZH2 inh
Cc1c(Cl)cccc1NC(=O)Cn1cc(C(=O)c2cccs2)c2ccccc21	-0.5	-15
CCn1ccnc1CC1COc2ccccc2O1 (stereo not drawn)	-0.1	·
C[C@@H]1CCCCO[C@@H](CN(C)C)[C@@H](C)CN([C@H](C)CO)C(=O)c2cc(NS(C)(=O)=O)ccc2O1	0.4	-1
C[C@H]1CN([C@@H](C)CO)C(=O)Cc2cc(NC(=O)Cc3ccccc3)ccc2O[C@H]1CN(C)C(=O)Nc1ccc2c(c1)OCO2	-10	3
CC(C)c1cn(CC[C@H]2CC[C@@H](NC(=O)Nc3cc(Cl)cc(Cl)c3)[C@@H](CO)O2)nn1	-0.2	1
COCC#Cc1ccc2c(c1)O[C@@H](CN(C)Cc1ccccn1)[C@@H](C)CN([C@@H](C)CO)S2(=O)=O	0.3	4
C[C@@H]1CN([C@@H](C)CO)C(=O)c2cc(C#C[C@@H](C)O)cnc2O[C@@H]1CN(C)Cc1ccccn1	·	-3
COc1cccc(-c2cn(CC[C@H]3CC[C@@H](NC(C)=O)[C@H](CO)O3)nn2)c1	-0.1	12
C=CCNC(=O)[C@H]1[C@@H]2C(=O)O[C@@H](c3ccccc3)[C@@H](c3ccccc3)N2[C@@H](c2ccc(OCCO)cc2)[C@]12C(=O)Nc1ccc(C#CC3(O)CCCCCC3)cc12	·	-30
C[C@H](CO)N1C[C@H](C)[C@@H](CN(C)S(=O)(=O)c2ccccc2)Oc2ccc(NC(=O)Cn3cnnn3)cc2CC1=O	-8.8	·
C[C@@H]1CN([C@H](C)CO)C(=O)Cc2cc(NC(=O)c3ccncc3)ccc2O[C@H]1CN(C)C(=O)Nc1ccc2c(c1)OCO2	0.3	·
COCCNC(=O)C[C@H]1C=C[C@@H](NC(=O)NC2CCCCC2)[C@H](CO)O1	0.0	-13
COc1cccc(NC(=O)N(C)C[C@@H]2Oc3cc(C#CC4(O)CCCC4)ccc3S(=O)(=O)N([C@H](C)CO)C[C@@H]2C)c1	·	-7
O=C(N/N=C/c1cn(Cc2ccccc2)c2ccccc12)c1ccccn1	0.0	17
CN(C)CC(=O)Nc1ccc2c(c1)[C@@H]1C[C@@H](CC(=O)N3CCCCC3)O[C@@H](CO)[C@@H]1O2	1.7	-4
COc1cc(O)cc(OC)c1/C=N/NC(=O)c1ccccc1O	0.4	8
C[C@H]1CN([C@@H](C)CO)S(=O)(=O)c2ccc(C3=CCCCC3)cc2O[C@H]1CN(C)C(=O)Cc1ccccc1	0.8	·
COc1cccc(CNC(=O)C[C@@H]2C=C[C@@H](NC(=O)C3CCC3)[C@H](CO)O2)c1	-0.1	-7
CCC(=O)Nc1ccc2c(c1)OC[C@H](C)N(C(=O)c1cnccn1)C[C@H](C)[C@H](OC)CN(C)C2=O	0.0	2

Molecules listed so far that have a cyano group (2):
SMILES	IDH1 R132H inh	EZH2 inh
C[C@H](CO)N1C[C@H](C)[C@H](CN(C)Cc2cccnc2)Oc2ncc(-c3cccc(C#N)c3)cc2C1=O	0.5	11
CO[C@@H]1CC[C@@H]2CCOc3c(C#N)cccc3C(=O)N(C)C[C@H](C)C(=O)N(C)C[C@H]1O2	0.4	-1

Assay outcomes as filed in PubChem.
